# CD11b adhes enh – enhancers of human CD11b/CD18 binding to fibrinogen; P05107+P11215; K562 CD11b/CD18 adhesion to fibrinogen, ATPlite luminescence; activation, % at 10 µM; actives 0.07% (n = 93,000); AID 1499;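 active means 10 µM primary screen giving 50% or more activity, confirmed by 40% or more on retest at that dose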; further: strong numbers were not always called active; reference of the scale not given here
# PTK2B oligo ant – antagonists of human Pyk2 oligomerization. Q14289. Q293 cells, Pyk2 FERM NanoBiT luminescence; hits give low values. z-score (the deposit names both 25 µM and 10 µM). actives 0.83% (n = 99,000). AID 1347419;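 active means Z-score of -3 or lower, scaled per plate to the spread of control and sample wells; inactive means z-score above -3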;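 further: negative z-score means lost luminescence so less FERM oligomerization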
# CYP2C9 act – increases human cytochrome P450 2C9 activity | P11712 | recombinant CYP2C9, luciferin-H conversion, luminescence; hits give high values; factor 1 = untreated enzyme, 0 = blocked | activation factor at 5 µM | actives 1.4% (n = 96,000) | AID 1024;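 active means activation factor of 2 or more for CYP2C9 at a 5 µM dose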;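 further: 0 = sulfaphenazole-blocked wells and 1 = vehicle-only wells; values of inactives mirror those of a sister screen read the other way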
# CYP2C19 inh – blocks human cytochrome P450 2C19; inhibition, % at 5 µM; actives 21% (n = 96,000); AID 778; P33261; CYP2C19 Supersomes, luciferin-H EGE luminescence, 30 min;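 active means CYP2C19 inhibition above a set limit at 5 µM in the primary screen, cut at about 50% in these data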;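 further: plate controls were negative control wells for no effect and 2.5 mM tranylcypromine positive control for full effect; values of inactives mirror those of a sister screen read the other way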
# Target sequence (P33261 whole entry, looked up): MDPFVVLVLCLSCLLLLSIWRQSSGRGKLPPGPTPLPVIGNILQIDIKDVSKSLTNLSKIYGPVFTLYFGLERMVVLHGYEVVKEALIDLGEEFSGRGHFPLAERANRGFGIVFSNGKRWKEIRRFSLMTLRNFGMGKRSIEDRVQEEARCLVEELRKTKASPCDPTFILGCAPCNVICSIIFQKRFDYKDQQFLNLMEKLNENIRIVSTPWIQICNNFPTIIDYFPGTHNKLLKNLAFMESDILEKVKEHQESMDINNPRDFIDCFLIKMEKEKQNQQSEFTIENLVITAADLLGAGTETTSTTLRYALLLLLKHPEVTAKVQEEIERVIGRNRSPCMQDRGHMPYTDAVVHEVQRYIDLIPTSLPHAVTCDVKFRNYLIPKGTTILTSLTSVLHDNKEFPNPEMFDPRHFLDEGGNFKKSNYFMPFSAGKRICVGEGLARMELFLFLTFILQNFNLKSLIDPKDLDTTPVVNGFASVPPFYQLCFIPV
# CYP2C9 inh – human CYP2C9 inhibition | P11712 | CYP2C9 Supersomes, luciferin-H conversion, luminescence | inhibition, % at 5 µM | actives 20% (n = 96,000) | AID 777;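 active means blocking of liver enzyme CYP2C9 beyond about 50% at 5 µM, limit read from the data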; further: values of inactives mirror those of a sister screen read the other way
# CYP2C19 act – cytochrome P450 2C19 (human) activation; P33261; recombinant CYP2C19, luciferin-H EGE luminescence; hits give high values; 0 = fully inhibited enzyme, 1 = untreated enzyme; activation factor at 5 µM; 96,000 tested, under 10 active;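 active means activation factor of at least 2 at 5 µM in the primary screen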;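 further: 0 = wells with 2.5 mM tranylcypromine and 1 = vehicle-only wells; values of inactives mirror those of a sister screen read the other way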
# PLAP act – human PLAP activation; activation fold at 20 µM; actives 1.2% (n = 96,000); purified PLAP enzyme, luminescent substrate read-out; hits give high values; AID 696; P05187; in the data active means activation fold above about 2
# Target sequence (P05187 whole entry, looked up): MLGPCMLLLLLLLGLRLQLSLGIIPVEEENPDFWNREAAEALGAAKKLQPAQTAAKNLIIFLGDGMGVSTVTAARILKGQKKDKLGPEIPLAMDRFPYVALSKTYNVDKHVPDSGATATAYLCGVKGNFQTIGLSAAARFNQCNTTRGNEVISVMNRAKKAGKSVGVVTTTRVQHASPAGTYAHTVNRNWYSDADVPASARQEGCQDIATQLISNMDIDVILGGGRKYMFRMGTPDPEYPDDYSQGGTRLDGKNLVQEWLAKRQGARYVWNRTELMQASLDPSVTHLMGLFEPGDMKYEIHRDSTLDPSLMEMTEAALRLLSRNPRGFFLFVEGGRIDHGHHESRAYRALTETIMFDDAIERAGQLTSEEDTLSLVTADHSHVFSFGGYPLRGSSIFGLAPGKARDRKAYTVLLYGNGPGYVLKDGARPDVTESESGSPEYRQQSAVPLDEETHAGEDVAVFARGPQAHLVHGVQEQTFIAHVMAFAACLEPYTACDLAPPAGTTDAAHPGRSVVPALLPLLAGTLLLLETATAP
# MT1-MMP txn act – MT1-MMP promoter transcription activation; HT1080 MT1-MMP promoter luciferase reporter, luminescence, overnight; hits give high values; actives 0.16% (n = 86,000); activation factor at 10 µM; AID 750;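 active means activation factor of at least 2 for MT1-MMP transcription at 10 µM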
# CD11b adhes inh – inhibitors of human CD11b/CD18 binding to fibrinogen. P05107+P11215. K562 CD11b/CD18 adhesion to fibrinogen, ATPlite luminescence; Mn2+ added to activate the integrin. inhibition, % at 10 µM. actives 0.54% (n = 93,000). AID 1497;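 active means primary inhibition of 50% or more at 10 µM, then 40% or more on retest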; further: some results filed as inactive read as strong as hits
# Starred values were filed as active, the others as inactive; . = no result given; & = joins results of further samples; ! = repeats disagree.
SMILES,CD11b adhes enh,PTK2B oligo ant,CYP2C9 act,CYP2C19 inh,CYP2C9 inh,CYP2C19 act,PLAP act,MT1-MMP txn act,CD11b adhes inh
O=C(/C=C/NNC(=O)c1cccc(Br)c1)c1ccccc1,2,-0.91,0.2,77*,77*,0.2,2*,1.1,-17
O=C(Cc1n[nH]c(=O)c2ccccc12)OCC(=O)c1ccc2c(c1)OCCO2,-4,0.44,0.3,3,66*,1,1,0.4,1
CCCOc1ccc(CSc2nc3ccccc3[nH]2)cc1,.,-1.2,0.1,39,90*,0.6,1,.,.
O=C(Nc1cc(C(F)(F)F)ccc1N1CCOCC1)c1cccs1,2,-0.48,0.9,59*,15,0.4,0.8,.,-30
O=C1Nc2ccccc2C1(O)Cc1ccncc1 (centres undefined),-8,-0.47,1.1,35,-9,0.6,1,1,8
CCS(=O)(=O)Nc1ccc(C(=O)OC)cc1,6,0.63,0.3,64*,69*,0.4,1,1.2,8
CCCc1[nH]nc2c1C(CCC)C(C#N)=C(N)O2 (centres undefined),-4,1.4,0.9,62*,6,0.4,1.1,1.2,-1
COc1ccc(-c2nn(-c3ccccc3)cc2C(=O)n2nnc3ccccc32)cc1,49,0.08,1.2,8,-22,0.9,1,1.1,-18
O=C(CCn1cccc1)Nc1ccc(F)cc1,2,-0.27,0.7,62*,33,0.4,0.9,1.1,-11
O=S(=O)(c1ccccc1Cl)N1CCCC1c1nc(-c2cccc(Cl)c2)no1 (centres undefined),-8,1.2,0.5,26,48,0.7,1,.,80

# Among those listed so far, these contain four or more nitrogen atoms.
SMILES,CD11b adhes enh,PTK2B oligo ant,CYP2C9 act,CYP2C19 inh,CYP2C9 inh,CYP2C19 act,PLAP act,MT1-MMP txn act,CD11b adhes inh
CCCc1[nH]nc2c1C(CCC)C(C#N)=C(N)O2 (centres undefined),-4,1.4,0.9,62*,6,0.4,1.1,1.2,-1
COc1ccc(-c2nn(-c3ccccc3)cc2C(=O)n2nnc3ccccc32)cc1,49,0.08,1.2,8,-22,0.9,1,1.1,-18

# Next records
SMILES,CD11b adhes enh,PTK2B oligo ant,CYP2C9 act,CYP2C19 inh,CYP2C9 inh,CYP2C19 act,PLAP act,MT1-MMP txn act,CD11b adhes inh
O=C(O)C1CSC2c3ccccc3C(=O)N12 (centres undefined),.,-0.12,0.7,8,28,0.9,1.3,1.1,.
O=C(COc1ncnc2sccc12)N1CCc2ccccc2C1,-2,-0.08,0.7,59*,31,0.4,1.1,1.2,-3
COc1ccc(NC(=O)c2ccc(OC(=S)N(C)c3ccc(OC)cc3)cc2)cc1,.,0.81,0.6,27,42,0.7,1.1,.,.
Cc1ccc(S(=O)(=O)NC(=O)Nc2c(C)n(C)n(-c3ccccc3)c2=O)cc1,1,0.3,1,-1,-1,1,1.1,1.3,-10
CCOC(=O)NC(c1ccccc1)C1CCCCC1=O (centres undefined),0,1.1,1,38,4,0.6,1,1.1,0
Cc1cccc(NC(=O)CSc2ncnc3nc[nH]c23)c1,.,0.05,0.7,6,27,0.9,1.5,.,.
CC1C/C(=N/N=C2/NC(=O)CS2)CC(C)(C)C1 (centres undefined),.,-0.91,1.1,-7,-7,1.1,1.1,.,.
CCOc1c(C)cc(-c2ncccc2O)cc1C,0&0,-0.55&0.51,0.8&1,69*!,22&1,0.3&0.7,0.9&1,1.1&1.2,-8&8
CCOC(=O)Cc1csc(NC(=O)c2ccc(S(=O)(=O)N3CCCCC3)cc2)n1,-5,-0.63,0.7,35,34,0.7,1,.,23
CCC(C(=O)NC1CCCCC1)N(CC1CCCO1)C(=O)CNS(=O)(=O)c1ccc(OC)cc1 (centres undefined),3,0.41,0.6,-4,43,1,1.7,0.9,-14

# Complete entries as entered above:
# CCOc1c(C)cc(-c2ncccc2O)cc1C across the screens: CD11b adhes enh = 0&0; PTK2B oligo ant = -0.55&0.51; CYP2C9 act = 0.8&1; CYP2C19 inh = 69*!; CYP2C9 inh = 22&1; CYP2C19 act = 0.3&0.7; PLAP act = 0.9&1; MT1-MMP txn act = 1.1&1.2; CD11b adhes inh = -8&8
# COc1ccc(NC(=O)c2ccc(OC(=S)N(C)c3ccc(OC)cc3)cc2)cc1 across the screens: CD11b adhes enh = .; PTK2B oligo ant = 0.81; CYP2C9 act = 0.6; CYP2C19 inh = 27; CYP2C9 inh = 42; CYP2C19 act = 0.7; PLAP act = 1.1; MT1-MMP txn act = .; CD11b adhes inh = .

# Other structures follow.
SMILES,CD11b adhes enh,PTK2B oligo ant,CYP2C9 act,CYP2C19 inh,CYP2C9 inh,CYP2C19 act,PLAP act,MT1-MMP txn act,CD11b adhes inh
Cc1csc(SCC(=O)Nc2ccc(S(=O)(=O)N3CCCC3)cc2)n1,-3,0.35,0.1,65*,94*,0.4,1.6,1,-7
COc1ccc(C(=O)N2CCN(c3nc4cc(C)ccc4cc3C#N)CC2)c(OC)c1,4,1.1,0.4,-2,55*,1,1.5,0.9,5
Cc1oc(C(C)(C)C)cc1C(=O)Nc1cccc(/C=C/C(=O)O)c1,0,-0.04,0.8,6,15,0.9,0.8,.,-8
CCOc1ccc(NC(=O)C2CCCCN2S(=O)(=O)c2ccccc2)cc1 (centres undefined),5,-1.1,1,75*,-5,0.2,1.1,.,-30
c1ccc(-c2n[nH]c3c2CCC3)cc1,-2,-0.95,1,15,0,0.8,1,1.2,-3
COc1ccc(OC)c(S(=O)(=O)N(C)CC(=O)N2CCc3ccccc3C2)c1,1,0.89,0.2,68*,80*,0.3,1.3,1,5
O=C(Cn1cc2c(n1)CCCC2)NCCCN1CCN(Cc2ccccc2)CC1,-4,.,1,6,3,0.9,1.3,1.1,-2
CCN(CC)CC(=O)Nc1nc(-c2ccc(Cl)cc2)cs1,-2,-0.08,0.6,26,39,0.7,1.5,1.2,-25
CC1(C(=O)NC2CCCCC2)CCC(=O)N1Cc1cccnc1 (centres undefined),-1,.,0.8,17,22,0.8,1,1.2,-24
CC1CCN(S(=O)(=O)c2ccc(NC(=O)Cn3nnc(-c4ccccc4F)n3)cc2)CC1,-2,-0.33,0.2,39,80*,0.6,1,0.9,5
CCCCCCCOC1(c2ccccc2)OC(=O)c2ccccc21 (centres undefined),.,-0.62,0.2,78*,76*,0.2,0.9,.,.
COC(=O)c1[nH]c2c(c1C)C(=O)CC(c1cccs1)C2 (centres undefined),-6,-0.87,0.6,44,38,0.6,0.9,0.5,-2
Cn1c(N2CCC(C(N)=O)CC2)nc2c1c(=O)n(Cc1ccc(Cl)cc1)c(=O)n2C,0,0.37,1,8,-4,0.9,1.5,1,5
O=C(NCc1nc2ccccc2[nH]1)c1cccc(S(=O)(=O)N2CCOCC2)c1,-2,1.4,1,3,-5,1,1.1,.,0
CC1(C)Cc2ccccc2-c2nnc(SCC(=O)N3CCc4ccccc43)n21,9,0.03,0.5,41,53*,0.6,1.3,1.1,8
N#CCCN(C(=O)CN1C(=O)NC2(CCCC2)C1=O)c1ccccc1F,2,2,1,14,0,0.9,1.1,1,-28
CCOc1ccc(NCCC(=O)c2ccc3c(c2)OCO3)cc1,-2,-1.4,0.4,38,64*,0.6,0.8,1.2,-14
N#Cc1c(SCC(=O)N2CCCCC2)nsc1SCC(=O)N1CCCCC1,-2,0.09,0.8,1,16,1,0.8,1.1,-11
CC(=O)c1cnc(Nc2nc(C)c3ccc(C)cc3n2)nc1C,-2,-1.8,1,0,3,1,0.9,0.9,-10
COc1ccc(NC2=NCC(=O)N2c2ccccc2F)cc1,.,0.75,1.2,6,-17,0.9,1.2,1,.

# With a hit mark in PLAP act, of those listed so far:
SMILES,CD11b adhes enh,PTK2B oligo ant,CYP2C9 act,CYP2C19 inh,CYP2C9 inh,CYP2C19 act,PLAP act,MT1-MMP txn act,CD11b adhes inh
O=C(/C=C/NNC(=O)c1cccc(Br)c1)c1ccccc1,2,-0.91,0.2,77*,77*,0.2,2*,1.1,-17

# An excerpt of these results, with values ahead of the structure.
CD11b adhes enh | PTK2B oligo ant | CYP2C9 act | CYP2C19 inh | CYP2C9 inh | CYP2C19 act | PLAP act | MT1-MMP txn act | CD11b adhes inh | compound
-5 | -0.63 | 0.7 | 35 | 34 | 0.7 | 1 | . | 23 | CCOC(=O)Cc1csc(NC(=O)c2ccc(S(=O)(=O)N3CCCCC3)cc2)n1
. | 0.75 | 1.2 | 6 | -17 | 0.9 | 1.2 | 1 | . | COc1ccc(NC2=NCC(=O)N2c2ccccc2F)cc1
-8 | -0.47 | 1.1 | 35 | -9 | 0.6 | 1 | 1 | 8 | O=C1Nc2ccccc2C1(O)Cc1ccncc1 (centres undefined)
49 | 0.08 | 1.2 | 8 | -22 | 0.9 | 1 | 1.1 | -18 | COc1ccc(-c2nn(-c3ccccc3)cc2C(=O)n2nnc3ccccc32)cc1

# (cont.)
SMILES,CD11b adhes enh,PTK2B oligo ant,CYP2C9 act,CYP2C19 inh,CYP2C9 inh,CYP2C19 act,PLAP act,MT1-MMP txn act,CD11b adhes inh
CN(C)c1cccc(NC(=O)CCc2ccccc2)c1,-2,-0.81,0.7,95*,34,0,0.9,1.3,-18
CCC(=O)NC(c1ccccc1)c1nc2ccccc2[nH]1 (centres undefined),-5,-0.6,1.2,21,-16,0.8,1.3,1.4,-5
CC(C(=O)Nc1ccccc1C(=O)N1CCCC1)n1nnc2ccccc21 (centres undefined),2,-0.09,1,39,5,0.6,1.1,1.2,-3
CCN(CC)c1ccc(NC(=O)C2CC3CCC2C3)cc1 (centres undefined),0,-1.1,1.4,39,-37,0.6,0.9,1.7,4
COC(=O)c1cn[nH]c1NC(=S)Nc1ccc(Cl)c(Cl)c1,1,-0.76,1.7,11,-69,0.9,2.5*,0.6,10
Cc1cc(Cl)ccc1NC(=O)Nc1c(C)n(-c2ccccc2)c(=O)n1C,-2,-0.15,1.1,5,-13,0.9,1,1.1,-9
CC1(C)CC2CC(C)(CN2C(=O)c2cc(-c3ccccc3O)on2)C1 (centres undefined),3,.,0.3,54*,73*,0.5,1.3,1.1,16
Cc1cnc(NC(=O)COc2ccccc2)s1,-1,-0.42,0.7,66*,34,0.3,1.1,1.1,16
O=C(c1cccs1)N1CCC(c2nc3c(nnn3Cc3ccccc3)c(=O)[nH]2)CC1,-2,-0.08,0.4,9,59*,0.9,1.2,1.3,-1
CCCn1c(CCc2ccccc2)nnc1SCC(=O)N1CCOCC1,2,0.84,1.2,-14,-19,1.1,1.1,1.2,-6
O=C(Oc1ccc(N(Cc2cccs2)C2=NS(=O)(=O)c3ccccc32)cc1)c1ccccc1,-1,-1.9,0.6,2,37,1,0.8,0.9,1
CCCNC(=O)COC(=O)c1cc(SC)ccc1Cl,1,0.11,1,28,2,0.7,0.9,.,2
Cc1ccccc1-n1cnc2cc(NCc3cccs3)ccc21,.,-0.28,0.7,54*,27,0.5,1,1.3,.
O=C(Nc1cccnc1)C1CCCN1S(=O)(=O)c1ccc(Cl)c(Cl)c1 (centres undefined),-1,-0.25,0.3,15,69*,0.8,0.8,1.2,-7
Nc1ccc(O)cc1C(=O)OCC(=O)C12CC3CC(CC(C3)C1)C2,1,0.65,0.9,17,14,0.8,1.1,1.3,11
O=C(NCc1cccnc1)C1c2ccccc2C(=O)N1Cc1ccco1 (centres undefined),2,0.65,0.8,78*,21,0.2,1.6,1,-34
N#Cc1nc(-c2ccccc2)oc1NCCN1CCCCC1,-1,-0.26,0.9,38,9,0.6,1.6,1.2,13

# High-throughput results: PubChem BioAssay, Sanford-Burnham Center for Chemical Genomics
